Screening results from PubChem.
KCNK9 block – blocks the human KCNK9 two-pore domain potassium channel; AID 488922; 1.2% of 310,000 active; HEK293 KCNK9, FluxOR thallium flux fluorescence; active compounds read low; B-score at 10 µM; Q9NPC2;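 active means ratio B-score over 3 SD below the library mean, with starting fluorescence within 5 SD of its mean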;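 further: negative B-score means less thallium flux so channel inhibition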
KCNQ1 inh – human KCNQ1 channel inhibition | P51787 | CHO-K1 KCNQ1, FluxOR thallium flux fluorescence; active compounds read high | B-score at 10 µM | 1.3% of 310,000 active | AID 2642;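 active means compounds whose thallium flux B-score, printed positive for inhibition, exceeds three library SD while starting fluorescence stays within three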;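 further: channel opened by potassium depolarization with thallium stimulus after 20 min compound exposure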
TMEM16A act – mouse TMEM16A channel activation, primary screen; 0.3% of 340,000 active; AID 623877; B-score at 10 µM; HEK293 TMEM16A/YFP-H148Q/I152L, iodide quench fluorescence; active compounds read low;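 active means fluorescence-ratio B-score plate-corrected deviation score at least 3 library SD below zero, with starting fluorescence score within 5 deviations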;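 further: channel opened by trigger with iodide after compound preincubation; score built on the fluorescence ratio of max minus min over baseline; more negative score means more quench and so TMEM16A activation or potentiation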
Target sequence (Q8BHY3 whole entry, looked up): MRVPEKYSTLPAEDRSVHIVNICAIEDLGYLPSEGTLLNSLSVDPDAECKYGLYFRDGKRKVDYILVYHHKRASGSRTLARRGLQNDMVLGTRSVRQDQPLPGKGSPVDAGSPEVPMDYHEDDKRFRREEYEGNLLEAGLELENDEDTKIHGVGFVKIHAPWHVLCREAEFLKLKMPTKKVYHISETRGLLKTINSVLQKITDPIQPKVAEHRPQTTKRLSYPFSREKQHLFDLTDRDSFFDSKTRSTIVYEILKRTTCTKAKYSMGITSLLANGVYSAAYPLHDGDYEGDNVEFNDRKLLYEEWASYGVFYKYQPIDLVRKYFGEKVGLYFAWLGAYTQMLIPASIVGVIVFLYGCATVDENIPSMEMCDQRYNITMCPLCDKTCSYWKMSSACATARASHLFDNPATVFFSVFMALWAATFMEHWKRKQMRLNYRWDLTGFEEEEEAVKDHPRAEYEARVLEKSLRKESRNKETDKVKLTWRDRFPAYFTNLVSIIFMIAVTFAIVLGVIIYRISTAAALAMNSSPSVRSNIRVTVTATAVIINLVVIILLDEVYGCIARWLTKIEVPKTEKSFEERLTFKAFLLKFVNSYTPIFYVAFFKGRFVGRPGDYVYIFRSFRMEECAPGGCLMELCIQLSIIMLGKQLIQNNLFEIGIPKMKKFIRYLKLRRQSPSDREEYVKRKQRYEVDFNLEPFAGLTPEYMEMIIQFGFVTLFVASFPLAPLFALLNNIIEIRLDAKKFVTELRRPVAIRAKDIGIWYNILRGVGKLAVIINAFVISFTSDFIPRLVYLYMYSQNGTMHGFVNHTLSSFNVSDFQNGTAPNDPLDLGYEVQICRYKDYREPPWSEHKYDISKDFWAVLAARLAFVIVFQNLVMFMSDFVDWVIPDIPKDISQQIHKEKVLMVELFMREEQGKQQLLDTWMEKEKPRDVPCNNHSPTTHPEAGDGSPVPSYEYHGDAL
Dyrk1A ADPGlo – inhibitors of rat Dyrk1A kinase. Q63470. ADP-Glo luminescence, NFATc1 peptide. inhibition, % at 12.5 µM. 0.43% of 310,000 active; in the data active means inhibition above about 50%;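 further: plate controls were vehicle with enzyme for no effect and no enzyme for full effect; many of its hits are not listed in these tables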
TRPC4 PAM – allosterically enhances the mouse TRPC4 cation channel; 0.42% of 310,000 active; Q9QUQ5; B-score at 10 µM; HEK293 TRPC4beta/mu-opioid, DAMGO EC20, Fluo-4 Ca2+ flux; active compounds read high;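 active means B-score of calcium response area above 5 SD of library B-scores, with initial fluorescence ratio within 5 SD of library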;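 further: B-score of integrated fluorescence ratio over time as area under calcium response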
TRPC4 agonist – TRPC4 (mouse) channel activation; Q9QUQ5; HEK293 TRPC4beta/mu-opioid, Fluo4 calcium fluorescence; active compounds read high; B-score at 10 µM; 0.49% of 310,000 active;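 active means B-score above 5 SD of library B-scores, and initial fluorescence ratio not above library mean plus 5 SD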;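 further: positive B-score marks a calcium rise read as TRPC4 activation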
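Assay system: HEK293 stable line with TRPC4beta plus mu-opioid receptor; schedule: 45 min room-temperature Fluo4 loading, 110 s read; technique: kinetic Fluo4 calcium fluorescence; evaluation: integrated baseline-normalised fluorescence ratio, converted to per-well B score; controls: buffer (low) and maximal DAMGO (high)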
hERG protect – shields human hERG channel from block by proarrhythmic agents. CHO-hERG, FluxOR thallium flux, dofetilide IC70 present. activation (rescue from dofetilide block), less the hit threshold, % at 10 µM. 0.51% of 310,000 active;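 active means activation above the mean of controls blocked by dofetilide plus 5 SD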;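 further: thallium influx through hERG after potassium depolarization seen as dye fluorescence rise; in these data hits start at about 4.7%; inactives centre near -7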
TMEM16A inh – inhibitors of mouse TMEM16A calcium-activated chloride channel; HEK293 TMEM16A/YFP iodide influx fluorescence, ionomycin; normalized B-score (activity score, 25-100; higher = stronger inhibition) at 10 µM; 1.2% of 310,000 active;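 active means ratio plate-corrected score three or more library SD toward inhibition, starting fluorescence score within five deviations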;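 further: score derived from kinetic fluorescence span divided by baseline fluorescence per well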
KCNK3 inh – human KCNK3 channel inhibition, primary screen. O14649. CHO-KCNK3 thallium flux, FluxOR fluorescence; active compounds read low. B-score at 10 µM. 0.84% of 340,000 active. AID 602410;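 active means B-score under library mean minus 4 SD, starting fluorescence ratio at most library mean plus 5 SD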;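 further: more negative B-score means stronger inhibition of thallium flux through KCNK3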
KCNQ1 pot – potentiators or activators of human KCNQ1 potassium channel. P51787. CHO-K1 KCNQ1, thallium flux FluxOR fluorescence; active compounds read high. B-score at 10 µM. 0.35% of 310,000 active;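 active means fluorescence ratio B-score, a plate-corrected score, at least three library SD, with initial intensity B-score within 5 SD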
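assay system = KCNQ1-transfected CHO-K1 cells | medium = assay buffer with matched DMSO | probe or stimulus = depolarizing K+/Tl+ stimulus, K2SO4 and Tl2SO4 each 12.5 mM in 5x stock | dosing = single dose | incubation = dye 90 min, compound 20 min, room temperature | detection = kinetic FluxOR fluorescence, 10 s baseline plus 110 s post-stimulus | evaluation = ratio B score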
HDAC3 inhib – human HDAC3 inhibition; O15379; recombinant HDAC3, fluorogenic peptide/trypsin coupled, fluorescence; inhibition, % at 8.3 µM; 0.15% of 320,000 active; AID 2718; in the data active means inhibition above about 26%, passing the limit was not always enough
Starred values were filed as active, the others as inactive; i = inactive; nt = not tested or not shown. These rows are one share of the data; the hit share may differ from the screen's.

Compound | KCNK9 block | KCNQ1 inh | TMEM16A act | Dyrk1A ADPGlo | TRPC4 PAM | TRPC4 agonist | hERG protect | TMEM16A inh | KCNK3 inh | KCNQ1 pot | HDAC3 inhib
Cc1ccc(-c2noc(CN(C(=O)c3cccc(Br)c3)C(C)C)n2)cc1 | i | i | i | -2 | i | i | -6 | i | i | i | 9
CC(C(=O)N=c1sc2ccccc2n1C)N1C(=O)C2CC=CCC2C1=O (centres undefined) | i | i | i | 1 | i | i | -13 | i | i | i | 7
CC(=O)Nc1c(O)nc(SCc2ccc(Cl)cc2)[nH]c1=O | i | i | i | -4 | i | i | -11 | i | i | i | nt
CCCN(C(=O)c1ccccc1N)c1c(C)n(C)n(-c2ccccc2)c1=O | i | i | i | 7 | i | i | -10 | i | i | i | 10
CCOc1ccc(C(=O)OCC(=O)N2CC(C)OC(C)C2)cc1OCC (centres undefined) | i | i | i | -9 | i | i | -5 | i | i | i | 2
CC(/C=C/c1ccco1)=N\NC(=O)CNc1cccc(C)c1 | i | i | i | -3 | i | i | -5 | i | i | i | 10
CN1CCc2c(sc3c2c(=O)n(-c2ccccc2)c2n[nH]c(=S)n32)C1 | i | i | i | 47 | i | i | -13 | i | i | i | 18
COc1ccc(/C=N/NC(=O)c2cc(-c3ccccc3OC(C)C)nc3ccccc23)cc1CN1CCOCC1 | i | i | i | 4 | i | i | -16 | i | i | i | 13
Cc1cc(C)n(CC(=O)Nc2ccccc2)n1 | i | i | i | 1 | i | i | -12 | i | i | i | -4
N#C/C(=C\c1ccc(-c2ccc(Br)cc2)o1)C(=O)NCCc1c[nH]c2ccccc12 | i | i | i | 0 | i | i | -7 | i | i | i | 4
CS(=O)(=O)c1ccc(Cl)c(NC(=O)COC(=O)c2cccc(S(=O)(=O)N3CCCCC3)c2)c1 | i | i | i | -11 | i | i | -10 | i | i | i | -3
O=C(Cc1ccccc1)N/N=C/c1cc2c(cc1Cl)OCO2 | i | i | i | -2 | i | i | -7 | i | i | i | -6

Part of the list above, with each value named.
smiles: N#C/C(=C\c1ccc(-c2ccc(Br)cc2)o1)C(=O)NCCc1c[nH]c2ccccc12
- KCNK9 block: i
- KCNQ1 inh: i
- TMEM16A act: i
- Dyrk1A ADPGlo: 0
- TRPC4 PAM: i
- TRPC4 agonist: i
- hERG protect: -7
- TMEM16A inh: i
- KCNK3 inh: i
- KCNQ1 pot: i
- HDAC3 inhib: 4
smiles: CS(=O)(=O)c1ccc(Cl)c(NC(=O)COC(=O)c2cccc(S(=O)(=O)N3CCCCC3)c2)c1
- KCNK9 block: i
- KCNQ1 inh: i
- TMEM16A act: i
- Dyrk1A ADPGlo: -11
- TRPC4 PAM: i
- TRPC4 agonist: i
- hERG protect: -10
- TMEM16A inh: i
- KCNK3 inh: i
- KCNQ1 pot: i
- HDAC3 inhib: -3
smiles: O=C(Cc1ccccc1)N/N=C/c1cc2c(cc1Cl)OCO2
- KCNK9 block: i
- KCNQ1 inh: i
- TMEM16A act: i
- Dyrk1A ADPGlo: -2
- TRPC4 PAM: i
- TRPC4 agonist: i
- hERG protect: -7
- TMEM16A inh: i
- KCNK3 inh: i
- KCNQ1 pot: i
- HDAC3 inhib: -6

Next part
Compound | KCNK9 block | KCNQ1 inh | TMEM16A act | Dyrk1A ADPGlo | TRPC4 PAM | TRPC4 agonist | hERG protect | TMEM16A inh | KCNK3 inh | KCNQ1 pot | HDAC3 inhib
O=C(Nc1nc2ccc(F)cc2s1)C1CCN(S(=O)(=O)c2cc([N+](=O)[O-])ccc2Cl)CC1 | i | 15* | i | 19 | i | i | -19 | i | i | i | 0
COc1ccc(-n2nc(C(=O)NCc3ccco3)c3c4ccccc4n(C)c3c2=O)cc1 | i | i | i | -1 | i | i | -8 | i | i | i | -3
C=CCn1cc(/C=N/Nc2nc3ccccc3[nH]2)c2ccccc21 | i | i | i | 7 | i | i | -20 | i | i | i | 3
Cc1nsc(Nc2ccccc2)c1C#N | i | i | i | -5 | i | i | -4 | i | i | i | 11
Cc1c(CCOC(=O)c2ccccc2)sc[n+]1CC(=O)c1ccc(Br)cc1 | i | i | i | 0 | i | i | -17 | i | i | i | -2
Cc1ccc2c(cnn2C(=O)CCCC(=O)NC(C)c2ccccc2)c1 (centres undefined) | i | i | i | -1 | i | i | -4 | i | i | i | 2
Nc1nnc(SCC(=O)Nc2ccc(S(=O)(=O)N3CCOCC3)cc2)s1 | i | i | i | 3 | i | i | -13 | i | i | i | 0
CC(C)=C(NC(=O)c1ccccc1)C(=O)Nc1ccc(C(=O)O)cc1 | i | i | i | -13 | i | i | -9 | i | i | i | -6
O=C(Nc1ccc(Cc2ccncc2)cc1)c1cc([N+](=O)[O-])ccc1N1CCOCC1 | i | i | i | -4 | i | i | -14 | i | i | i | 4
CC(=O)N1N=C(c2ccc3nccnc3c2)CC1c1ccccc1 (centres undefined) | i | i | i | -9 | i | i | -2 | i | i | i | 8
CC(C)Cc1ccc(C2=CSC3=NCCN23)cc1 | i | i | i | nt | i | i | -10 | i | i | i | -1
Cc1ccc(-c2nc3c(c(=O)[nH]c(=O)n3Cc3ccccc3)n2Cc2ccccc2)o1 | i | i | i | -10 | i | i | -9 | nt | i | i | nt
COc1ccc(CNC(=O)CC2Sc3ccccc3NC2=O)cc1 (centres undefined) | i | i | i | -4 | i | i | -11 | i | i | i | 0
O=C(NCCOc1ccc(Cl)cc1)C(=O)NCC1CCCO1 (centres undefined) | i | i | i | -3 | i | i | -13 | i | i | i | -5
COCc1ccc(C(=O)N2CCCCC2C(=O)Nc2ccc(-n3nc(C)cc3C)cc2)o1 (centres undefined) | i | i | i | 2 | i | i | -6 | i | i | i | 4
COC(=O)C1CCN(CC(=O)Nc2sc3c(c2C#N)CCC3)CC1 | i | i | i | -1 | i | i | -5 | i | i | i | nt
CC1CN(C(=O)c2ccccc2Nc2ccc(SC(F)F)cc2)CC(C)O1 (centres undefined) | i | i | i | -4 | i | i | -6 | i | i | i | 3
CCN(CCn1cccn1)C(=O)c1cc(COc2cccc3cccnc23)on1 | i | i | i | -3 | i | i | -5 | i | i | i | nt
O=C(O)c1ccc(Cl)c(S(=O)(=O)N2CCCCCC2)c1 | i | i | i | 10 | i | i | -2 | i | i | i | -5
C=CCN1C(=O)[C@@H]2Cc3c([nH]c4ccccc34)C(c3cc(OC)c(OC)c(OC)c3)N2C1=S (some centres undefined) | i | i | i | -5 | i | i | -5 | i | i | i | 4
O=C(Cn1cnc2c(nnn2Cc2ccc(F)cc2)c1=O)N1CCCc2ccccc21 | i | i | i | -2 | i | i | -6 | i | i | i | 1
COc1ccc(-c2noc(CCCC(=O)Nc3ccc(C(N)=O)cc3)n2)cc1 | i | i | i | -6 | i | i | -2 | i | i | i | -1
Cc1cccc(C)c1NC(=O)Cn1cnc2c(=O)n(C)c(=O)n(C)c21 | i | i | i | -6 | i | i | -5 | i | i | i | 0
CC1C(c2ccccc2)N(C)C(c2ccccc2)CC1(O)c1ccc(F)cc1 (centres undefined) | i | i | i | -1 | i | i | -9 | i | i | i | -2
CC1(C)CN(c2cccc(C#N)c2)C1=O | i | i | i | 0 | i | i | -6 | i | i | i | 0
CCOc1ccc(NCc2cccn2-c2nnc(N3CCC(C(=O)NCCCN4CC(C)CC(C)C4)CC3)s2)cc1 (centres undefined) | i | i | i | -3 | i | i | -13 | i | i | i | 12
COc1ccc(CC(=O)N2CCN=C2SC)cc1OC | i | i | i | nt | i | i | -20 | i | i | i | 3
CS/C(N)=N/N=C/c1cc(C)ccc1O | i | i | i | 3 | i | i | -13 | i | i | i | 9
Cn1c(SCC(=O)c2ccc(F)cc2)nnc1-c1cnccn1 | i | i | i | -2 | i | i | -11 | i | i | i | -6
Fc1nc(N2CCCC2)c(F)c(Oc2ccccc2Oc2c(F)c(F)nc(N3CCCC3)c2F)c1F | i | i | i | 0 | i | i | -13 | i | i | i | -3
CN1CCN(CCNC(=O)c2cc3c(=O)n(C)c4ccccc4c3n2C)CC1 | i | i | i | 57* | i | i | -6 | i | i | i | -6
CC(=O)Nc1ccc(S(=O)(=O)N(C)CC(=O)OC(C)C(=O)N(C)Cc2ccccc2)cc1 (centres undefined) | i | i | i | -2 | i | i | 0 | i | i | i | 7
COc1cccc(N2CCN(c3ncnc4c3[nH]c3ccc(F)cc34)CC2C)c1 (centres undefined) | i | 13* | i | 3 | i | i | -38 | 100* | -13* | i | 13
O=C(CCCc1ccccc1)c1ccc2c(c1)OCCO2 | i | i | i | -1 | i | i | -3 | i | i | i | -2
CCN(CC)c1ccc(CNC(=O)C/C(C)=N/NC(=O)COc2ccc(C)cc2Br)cc1 | i | i | i | 1 | i | i | -15 | i | i | i | -1
O=C(Cc1ccc(Cl)cc1)Nc1ccccn1 | i | i | i | -6 | i | i | -3 | i | i | i | -1
COc1cccc(C2c3[nH]c4ccccc4c3CCN2Cc2cccn2-c2ncccn2)c1 (centres undefined) | -8.3* | i | i | -1 | i | i | -21 | i | i | i | 3
COc1ccc(-n2c(-c3cccc(OC)c3)nc(=S)c3c2CCCC3)cc1 | i | i | i | 36 | i | i | -11 | i | i | i | 15
COc1ccc(S(=O)(=O)N2C3CCC2CC(NC(=O)C2CC2)C3)cc1 (centres undefined) | i | i | i | -1 | i | i | -8 | i | i | i | 7
NC(=O)CSc1nnc(-c2ccccn2)n1N | i | i | i | -1 | i | i | -6 | i | i | i | 2
Nc1oc2ccccc2c1C(=O)Cc1ccccc1O[C@@H]1O[C@H](CO)[C@@H](O)[C@H](O)[C@H]1O | i | i | i | 0 | i | i | -10 | i | i | i | 4
COc1ccc(-c2csc3ncnc(N4CCN(CCO)CC4)c23)cc1 | i | i | i | 10 | i | i | -4 | i | i | i | 5
CCCn1c(C2CCCN2c2nc(-c3ccc(C)cc3)cs2)nc2cc(Cl)c(N3CCCCC3)cc21 (centres undefined) | i | i | i | 0 | i | i | -1 | i | i | i | -7
O=C(Nc1ccc2c(c1)OCCO2)C1CCN(S(=O)(=O)c2cccs2)CC1 | i | i | i | 4 | i | i | -16 | i | i | i | 6
Cc1cc(NCc2ccccc2)n2ncnc2n1 | i | i | i | 0 | i | i | -5 | i | i | i | -9
Cc1ccc(C(=O)CSc2nnc(CNc3nc(-c4ccccc4)cs3)n2C)cc1 | i | i | i | 4 | i | i | -3 | i | i | i | -6
CCC/C(O)=C1\C(=O)CCCC1=NCCc1c(C)[nH]c2ccc(C)cc12 | i | i | i | -2 | i | i | -2 | i | i | i | nt
CCOC(=O)C1CCN(c2ncnc3c(C)csc23)CC1 | i | i | i | 5 | i | i | -4 | i | i | i | 8
